Pol iota inh: inhibitors of human DNA polymerase iota. Pol iota fluorescent replication assay, 10 min. AID 588590. Potency, µM (doses to about 115 µM), for the others: at the highest dose activity, negative = inhibition, usual class: inhibitors. 390,000 compounds, 1% hits; further: potency means the concentration at half of the fitted maximal effect
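Fluorescent replication assay read twice, at 0 min and 10 min after adding 50 nM (final) substrate. Enzyme (10 nM) and compounds were first incubated 15 min at room temperature; enzyme-free buffer wells were negative controls.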
BLM inh: inhibitors of human Bloom syndrome helicase BLM. P54132. recombinant BLM DNA unwinding, fluorescence dequenching. Potency, µM (titrated, usually from 56.1 µM), for inactives: at the highest dose activity change, negative = inhibition, usual class: inhibitors. 350,000 compounds, 0.2% hits;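 further: potency means the concentration at half of the fitted maximal effect; plate controls were vehicle for no effect and no enzyme for full effect; nearly all actives have a fitted effect of over 35% in size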
APE1 inh: APE1 (human) endonuclease inhibition; 350,000 compounds, 0.35% hits; P27695; Potency, µM (series often up to 65.8 µM), inactives show at the top dose activity change, negative = inhibition, usual class: inhibitors; recombinant APE1, TAMRA/BHQ-2 abasic DNA cleavage fluorescence;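 further: potency means the concentration at half of the fitted maximal effect; plate controls were vehicle for no effect and reference inhibitor for full effect; nearly all actives have a fitted effect of over 55% in size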
Target sequence (P27695 whole entry, looked up): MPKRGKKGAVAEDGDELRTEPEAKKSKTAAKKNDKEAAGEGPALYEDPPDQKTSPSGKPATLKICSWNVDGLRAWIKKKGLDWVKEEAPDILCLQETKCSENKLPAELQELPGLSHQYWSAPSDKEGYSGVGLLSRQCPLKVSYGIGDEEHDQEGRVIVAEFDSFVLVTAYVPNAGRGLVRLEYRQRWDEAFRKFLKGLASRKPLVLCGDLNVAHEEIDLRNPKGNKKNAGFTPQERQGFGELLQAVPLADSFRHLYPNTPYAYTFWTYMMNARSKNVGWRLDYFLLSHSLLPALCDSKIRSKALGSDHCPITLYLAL
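Activity was derived from the fluorescence gain between first and third kinetic reads (60 s intervals, ex 525/em 598 nm) after 50 nM THF-abasic TAMRA/BHQ-2 duplex was added to 0.75 nM APE1 preincubated 15 min with compound.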
RXFP1 antagonist: blocks the human relaxin receptor RXFP1; Q9HBX9; HEK293-RXFP1, relaxin-stimulated cAMP HTRF, 30 min; hits give low values; activity change, negative = inhibition, % at 57.5 µM; 350,000 compounds, 0.59% hits; AID 1259400;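 active means activity change of -60% or lower, but not beyond a set lower limit; inconclusive means change between -60% and -40%, or beyond the set limit; inactive means change above -40%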; further: on the % scale 0 is the no-effect control and ±100 the full control effect
Pol eta inh: blocks human DNA polymerase eta activity; Q9Y253; recombinant Pol eta, fluorescent DNA replication assay; Potency, µM (highest dose often 114 µM), for inactives: at the top dose activity change, negative = inhibition, usual class: inhibitors; 390,000 compounds, 1.2% hits; AID 588591; further: potency means the concentration at half of the fitted maximal effect; on the % scale 0 is the no-effect control and ±100 the full control effect
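Pol eta at 10 nM preincubated with compounds 15 min at room temperature; reaction started with fluorescent substrate (50 nM final) and read kinetically at 0 and 10 min.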
Anesthetic bind: candidate novel general anesthetic via apoferritin binding; P02791; apoferritin/1-aminoanthracene competitive binding, fluorescence; Potency, µM (titrated, usually from 77.5 µM), for inactives: at the highest dose activity change, negative = displacement, actives largely listed as inhibitors; 350,000 compounds, 0.074% hits; further: potency means the concentration at half of the fitted maximal effect; on the % scale 0 is the no-effect control and ±100 the full control effect; nearly all actives have a fitted effect of over 20% in size
Target sequence (P02791 2-175 limits assumed): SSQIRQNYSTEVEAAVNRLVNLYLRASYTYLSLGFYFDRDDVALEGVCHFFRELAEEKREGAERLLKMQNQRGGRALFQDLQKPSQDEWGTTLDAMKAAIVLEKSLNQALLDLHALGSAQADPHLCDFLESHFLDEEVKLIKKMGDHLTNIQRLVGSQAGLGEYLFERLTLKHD
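Concentration-response curves derived by four-parameter Hill fitting of normalized fluorescence, where compounds displaced 1-AMA from 10 uM horse apoferritin following a brief 10 min room-temperature incubation; propofol titration acted as positive control.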
POLB inh: inhibitors of human DNA polymerase beta. 340,000 compounds, 1.3% hits. Potency, µM (titrated, usually from 114 µM), inactives show at the highest dose activity change, negative = inhibition, most hits filed as inhibitors. AID 485314. P06746. Pol beta primer extension/strand displacement, fluorescence kinetic; further: potency means the concentration at half of the fitted maximal effect; on the % scale 0 is the no-effect control and ±100 the full control effect
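Homogeneous kinetic assay of primer extension and strand displacement by 10 nM Pol beta, preincubated 15 min at room temperature with compound before 50 nM substrate (final) was added. Read at 0 and 10 min; four-parameter Hill fit.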
POLK inh: DNA polymerase kappa (human) inhibition; AID 588579; Q9UBT6; purified Pol kappa, fluorescent DNA synthesis assay, 10 min; Potency, µM (series often up to 107 µM), without a hit: at the highest dose activity, negative = inhibition, hits mostly inhibitors; 400,000 compounds, 0.53% hits; further: potency means the concentration at half of the fitted maximal effect; on the % scale 0 is the no-effect control and ±100 the full control effect
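50 nM final substrate added after 15 min RT preincubation of 10 nM Pol kappa with compound; fluorescence read at 0 and 10 min.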
Tb PGK inh: inhibitors of T. brucei phosphoglycerate kinase. Potency, µM (titrated, usually from 57.5 µM), without a hit: at the highest dose activity change, negative = inhibition, most hits filed as inhibitors. 380,000 compounds, 0.043% hits. AID 602233. P07378. PGK/GAPDH coupled, Kinase-Glo luminescence, 60 min; further: potency means the concentration at half of the fitted maximal effect; on the % scale 0 is the no-effect control and ±100 the full control effect; nearly all actives have a fitted effect of over 60% in size
Target sequence (P07378 whole entry, looked up): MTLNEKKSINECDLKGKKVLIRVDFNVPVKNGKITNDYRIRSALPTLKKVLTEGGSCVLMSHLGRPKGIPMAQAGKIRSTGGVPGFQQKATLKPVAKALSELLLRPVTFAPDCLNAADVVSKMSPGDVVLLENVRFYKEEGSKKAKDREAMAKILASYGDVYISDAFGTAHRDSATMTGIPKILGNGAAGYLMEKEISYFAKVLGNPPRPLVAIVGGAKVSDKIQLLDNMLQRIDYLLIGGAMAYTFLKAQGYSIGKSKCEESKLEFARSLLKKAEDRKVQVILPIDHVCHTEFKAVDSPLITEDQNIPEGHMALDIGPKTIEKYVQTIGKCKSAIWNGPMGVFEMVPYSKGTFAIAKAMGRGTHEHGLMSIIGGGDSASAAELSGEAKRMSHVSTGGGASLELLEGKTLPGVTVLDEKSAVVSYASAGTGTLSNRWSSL
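Luminescent ATP detection (Kinase-Glo Plus) follows a 60-minute room-temperature incubation, with wells lacking PGK as controls. Buffer: 100 mM TEA (pH 7.6), 5 mM MgCl2, 0.01% Tween-20. Coupling enzyme GAPDH (100 nM final) supplies unstable 1,3-BPG in-well.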
Active calls of the source: *; i = inactive; ? = inconclusive; · = no result given; & = joins results of further samples; ! = not active in a repeat; [ ] = dose if it differs, or a comment. Unless noted, the call rests on the fitted dose curve; in most records, active means well fitted curve in the direction sought with a large enough effect; inconclusive means small, poorly fitted or top-dose-only effect, or another doubt; inactive means no such curve, though single readings can be large; an effect the other way counts as inactive or inconclusive. Only part of the results is shown (hit frequency here may not be typical).

Start of the listing, in advance:
Value order – Pol iota inh	BLM inh	APE1 inh	RXFP1 antagonist	Pol eta inh	Anesthetic bind	POLB inh	POLK inh	Tb PGK inh
CSc1ccc(C(c2c(O)c3ccccc3oc2=O)c2c(C)n(C)n(-c3ccccc3)c2=O)cc1 (centres undefined)
→ 13%&-7%	-4%&-11%	-1%	-5	-8%&-7%	-3%&-11%	4%&1%	6%&-18%	-1%&-3%
COc1ccc(C2NCc3ccc4c(c3-n3cccc32)OCO4)cc1O (centres undefined)
→ ?	-1%	0%	-15	-16%	5%	16%	-3%	i

This part in full (from the top)
Value order – Pol iota inh	BLM inh	APE1 inh	RXFP1 antagonist	Pol eta inh	Anesthetic bind	POLB inh	POLK inh	Tb PGK inh
CSc1ccc(C(c2c(O)c3ccccc3oc2=O)c2c(C)n(C)n(-c3ccccc3)c2=O)cc1 (centres undefined)
→ 13%&-7%	-4%&-11%	-1%	-5	-8%&-7%	-3%&-11%	4%&1%	6%&-18%	-1%&-3%
COc1ccc(C2NCc3ccc4c(c3-n3cccc32)OCO4)cc1O (centres undefined)
→ ?	-1%	0%	-15	-16%	5%	16%	-3%	i
O=C(C[N+]12CCC(CC1)C(OC(=O)c1ccccc1)C2)c1ccc([N+](=O)[O-])cc1 (centres undefined)
→ 7%	2%	9%	11	-1%	-11%	-16%	-14%	1%
CC1CCN(CCc2nc3ccccc3[nH]2)CC1
→ 31%[activator]	4%	-2%	-12	-6%	0%	122%	-8%	i
CN1CCc2nc(SCc3cccc(Br)c3)c(C#N)cc2C1
→ 207%[activator]	-6%	2%	-6	-13%	-13%	-1%	-11%	0%
CCOP(=O)(OCC)C(NC(=O)c1ccc(C)cc1)=C(Cl)Cl
→ 85%[activator]	5%	15%	6	-25%	4%	4%	-1%	-1%
CCCCCCn1c(O)c(C=NC2CCN(Cc3ccccc3)CC2)c(=O)[nH]c1=O
→ -5%	-3%	12%	3	-15%	-12%	7%	-11%	-3%
O=c1[nH]c(=S)n(-c2ccccc2F)c(O)c1C=Nc1ccc(N2CCOCC2)cc1
→ 24%	-8%	8%	-16	-14%	-14%	-10%	-15%	-1%
CC(=O)OC1CC2C(C)(C)C(=O)C=C[C@]2(C)C2CC[C@]3(C)C(=CC(=O)OC3c3ccoc3)[C@]12C (some centres undefined)
→ ·	-7%	-2%	·	·	-18%	·	-7%[60.1 µM]	·
CCNN
→ ·	0%	-6%	·	·	-7%	·	19%[60.1 µM]	·
O=C(c1ccc2c(c1)ncn2C1CCCCC1)N1CCC2(CC1)OCCO2
→ -1%	0%	2%	-17	-7%	-8%	24%	-9%	-3%
COC(=O)Nc1nc2ccccc2[nH]1
→ -12%	·	2%	-5	-21%	·	·	-1%	0%
COC(=O)C1=C(c2cccc(C#N)c2)C[C@@H]2CC[C@H]1N2C(=O)NC1Cc2ccccc2C1
→ -4%	·	-10%	·	-13%	·	·	-6%	-1%
COc1ccc(-c2nnn(CC(=O)OC3CCCCC3)n2)cc1OC
→ 21%	-11%	2%	7	-4%	-18%	20%	-8%	4%
OC(CNCc1ccccc1)c1ccc(Cl)cc1 (centres undefined)
→ 32%[activator]	·	·	-2	-7%	·	·	6%	-3%
CC12CCCCC1=[N+]([O-])CN2O (centres undefined)
→ -2%	3%	0%	-1	-13%	138%[activator]	14%	-1%	-4%
COC(=O)C1=C(c2ccc(F)cc2OCc2ccccc2)C[C@@H]2CC[C@H]1N2C(=O)NC(C)C
→ 27%	·	13%	·	?	·	·	-2%	-4%
CC1CCCC(=O)CCC/C=C/c2cc(O)cc(O)c2C(=O)O1 (centres undefined)
→ ·	0%	-2%	·	·	1%	·	-5%[60.1 µM]	·
O=C(CSc1nnc(NC(=O)C2CC2)s1)NCc1ccccc1Cl
→ 32%[activator]	2%	-5%	0	0%	-6%	-13%	0%	-3%
CC(C)c1cc2c(c(O)c1O)[C@@]1(C(=O)O)CCCC(C)(C)[C@@H]1CC2
→ ·	-11%	0%	·	·	?	·	-10%[60.1 µM]	·
CNC(=O)N(C)c1nnc(C(C)(C)C)s1
→ 12%	-6%&3%	-3%&27%	3	-2%	-13%	-11%	-2%	3%
CCOC(=O)C1(c2ccccc2)CCN(CC(O)c2ccc(NC(C)=O)cc2)CC1 (centres undefined)
→ 48%[activator]	·	·	0	-18%	·	·	-15%	-1%
CCCCOCCCn1c(N)c(C(=O)OCCOC)c2nc3ccccc3nc21
→ 8%	7%	-5%	-7	-7%	767%[activator]	-1%	-11%	i
COc1ccc(C(=O)NC(=S)N2C[C@H]3C[C@H](C2)c2cccc(=O)n2C3)cc1OC
→ 31%[activator]	-1%	3%	·	-6%	-2%	8%	8%	i
Cc1ccc(CNCc2c(C(=O)O)n(Cc3ccccc3C)c3cc(C)ccc23)cc1
→ 1%	-3%	·	0	-6%	?	12%	8%	-12%
O=C(CN1CCCCC1)NCC(=O)Nc1ccc(Br)cc1C(=O)c1ccccc1
→ 1%	-3%	-3%	3	-1%	-21%	4%	-21%	-9%
CN1c2ccc([N+](=O)[O-])cc2CC2(C(=O)NC(=O)N(c3ccc(Br)cc3)C2=O)C1c1ccccc1 (centres undefined)
→ -12%	-12%	3%	2	-15%	-23%	0%	-3%	-3%
Cc1ccc(-c2cc(-c3ccccc3)cc(-c3ccccc3)[n+]2-c2ccc(C(=O)O)cc2)cc1
→ 6%	·	7%	·	-4%	·	·	-12%	11%
Nc1ncnc2c1ccn2[C@@H]1O[C@H](CO)[C@@H](O)[C@H]1O
→ 30%[activator]	1%	-4%	·	-27%	-8%	·	9%	-4%
O=C(c1ccc2c(=O)n(Cc3ccc4c(c3)OCO4)c(=S)[nH]c2c1)N1CCC2(CC1)OCCO2
→ ?	-5%	5%	?	-5%	-7%	49%	-9%	-8%
NCC(O)c1cc(O)c(O)cc1F (centres undefined)
→ 28µM*	·	1.1µM*!	·	-11%	·	-12%[57.1 µM]	?	0%
COC(=O)C1=C(c2cc3ccccc3o2)C[C@@H]2CC[C@H]1N2C(=O)NCCCOC(C)C
→ 18%	·	·	·	-1%	·	·	0%	-9%
O=c1[nH]c(O)c(N=Nc2cc([N+](=O)[O-])ccc2O)c(=O)[nH]1
→ 26%	-8%	-1%	-16	-27%	-10%	?	-4%	i
CN(C)C(Cc1ccccc1)C(=O)c1cccs1 (centres undefined)
→ ·	-4%	6%	·	·	?	?	·	·
Clc1ccc(CN2CCNCC2)cc1
→ 124%[activator]	7%	-18%	4	-14%	0%	-8%	-14%	2%
Cc1cc(C(=O)OCC(=O)Nc2c(F)cccc2F)c(C)n1C1CC1
→ 28%	·	16%	-10	-8%	·	·	-6%	-5%
Oc1cc(O)cc(/C=C/c2ccc(O)cc2O)c1
→ -12%	·	-1%	·	-5%	·	·	0%	-23%
COc1ccc(N2C(=O)C(=O)N(c3ccc(OC)cc3)P2(=O)N(CCCl)CCCl)cc1
→ 26%	·	·	-9	8%	·	·	1%	-8%
C=CCn1c(O)c(C(C)=NCCN2CCOCC2)c(=O)[nH]c1=O
→ 14%	-4%	18%	16	-12%	-11%	1%	2%	-1%
COc1ccccc1N1C(=O)NC(=O)/C(=C/c2ccc3c4c(cccc24)CC3)C1=O
→ 2%	-4%	-1%	2	?	81%[activator]	-27%[57.1 µM]	-7%	-13%
CCOP(=O)(OCC)C(O)c1cccnc1 (centres undefined)
→ 59%[activator]	-5%	10%	-4	-11%	12%	3%	0%	-3%
O=C(Nc1ccc2nc(SCC(=O)N3CCCc4ccccc43)sc2c1)c1cccc(F)c1
→ -4%	-9%	·	-9	-1%	-18%	?	-24%	i
C[C@]12CCC(=O)C=C1CCC1C2CC[C@@]2(C)C1CC[C@]2(C)O (some centres undefined)
→ -16%	·	16%	-2	1%	·	·	-18%	0%

11 structures already listed, arranged by molar mass, smallest number first.
Value order – Pol iota inh	BLM inh	APE1 inh	RXFP1 antagonist	Pol eta inh	Anesthetic bind	POLB inh	POLK inh	Tb PGK inh
CNC(=O)N(C)c1nnc(C(C)(C)C)s1
→ 12%	-6%&3%	-3%&27%	3	-2%	-13%	-11%	-2%	3%
CC1CCN(CCc2nc3ccccc3[nH]2)CC1
→ 31%[activator]	4%	-2%	-12	-6%	0%	122%	-8%	i
CCOP(=O)(OCC)C(O)c1cccnc1 (centres undefined)
→ 59%[activator]	-5%	10%	-4	-11%	12%	3%	0%	-3%
O=c1[nH]c(O)c(N=Nc2cc([N+](=O)[O-])ccc2O)c(=O)[nH]1
→ 26%	-8%	-1%	-16	-27%	-10%	?	-4%	i
Cc1cc(C(=O)OCC(=O)Nc2c(F)cccc2F)c(C)n1C1CC1
→ 28%	·	16%	-10	-8%	·	·	-6%	-5%
CCCCOCCCn1c(N)c(C(=O)OCCOC)c2nc3ccccc3nc21
→ 8%	7%	-5%	-7	-7%	767%[activator]	-1%	-11%	i
CCOC(=O)C1(c2ccccc2)CCN(CC(O)c2ccc(NC(C)=O)cc2)CC1 (centres undefined)
→ 48%[activator]	·	·	0	-18%	·	·	-15%	-1%
CCCCCCn1c(O)c(C=NC2CCN(Cc3ccccc3)CC2)c(=O)[nH]c1=O
→ -5%	-3%	12%	3	-15%	-12%	7%	-11%	-3%
COC(=O)C1=C(c2cccc(C#N)c2)C[C@@H]2CC[C@H]1N2C(=O)NC1Cc2ccccc2C1
→ -4%	·	-10%	·	-13%	·	·	-6%	-1%
Cc1ccc(-c2cc(-c3ccccc3)cc(-c3ccccc3)[n+]2-c2ccc(C(=O)O)cc2)cc1
→ 6%	·	7%	·	-4%	·	·	-12%	11%
O=C(Nc1ccc2nc(SCC(=O)N3CCCc4ccccc43)sc2c1)c1cccc(F)c1
→ -4%	-9%	·	-9	-1%	-18%	?	-24%	i
